Compound activity as filed in PubChem.
Jurkat NFkB inh = inhibitors of the PMA/ionomycin-induced NF-kB reporter in Jurkat cells | PMA/ionomycin-induced NF-kB luciferase reporter, luminescence | inhibition, % at 4 µM | hit rate 0.53% among 330,000 | AID 435003
SENP8 inh = inhibitors of human SENP8 protease; purified SENP8, Z-RLRGG-aminoluciferin cleavage, luminescence; hit rate 1.2% among 330,000; inhibition, % at 10 µM
HKDC1 inhibitor = HKDC1 (human) hexokinase inhibition. Q2TB90. recombinant HKDC1, G6PDH/diaphorase resazurin coupled fluorescence. inhibition, % at 20 µM. hit rate 0.16% among 340,000. AID 493160;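 active = inhibition above about 35% when tested at 20 µM, limit read from the data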;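 note: plate controls were DMSO wells with enzyme for no effect and DMSO wells lacking enzyme for full effect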
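Assay system: in-house recombinant HK5 (HKDC1) enzyme. Input: HKDC1 at 5 µg/mL. Medium: Tris pH 8.0 buffer with MgCl2, Tween-20, BSA, BME. Dosing: single 20 µM dose. Schedule: 90 min reaction incubation at room temperature, dark. Signal: resazurin-to-resorufin fluorescence via G6PDH and diaphorase coupling, 525/613 nm. Controls: DMSO-enzyme wells negative, buffer-substituted wells positive.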
SENP7 block = SENP7 protease inhibition. inhibition, % at 5 µM. hit rate 1.5% among 330,000. recombinant SENP7, Z-RLRGG-aminoluciferin luminescence, 40 min. Q9BQF6. AID 434973;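 active = inhibition above about 50% at the single test dose, limit read from the data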;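 note: plate controls were DMSO with enzyme for no effect and no enzyme buffer wells for full effect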
UBC13 inh = blocks human UBC13 polyubiquitin chain formation; P61088; TR-FRET; inhibition, % at 20 µM; hit rate 0.47% among 330,000; AID 485273; in the data active = inhibition above about 45%, passing the limit was not always enough
Apaf1 inhib = human Apaf-1 inhibition | hit rate 0.71% among 330,000 | inhibition, % at 20 µM | O14727 | AID 489030 | reconstituted apoptosome caspase-3 activity, DEVD-Rh110 fluorescence; active = inhibition of at least 40% at 20 µM;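 note: plate controls were DMSO wells for no effect and DEVD-CHO caspase inhibitor wells for full effect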
Target sequence (O14727 whole entry, looked up): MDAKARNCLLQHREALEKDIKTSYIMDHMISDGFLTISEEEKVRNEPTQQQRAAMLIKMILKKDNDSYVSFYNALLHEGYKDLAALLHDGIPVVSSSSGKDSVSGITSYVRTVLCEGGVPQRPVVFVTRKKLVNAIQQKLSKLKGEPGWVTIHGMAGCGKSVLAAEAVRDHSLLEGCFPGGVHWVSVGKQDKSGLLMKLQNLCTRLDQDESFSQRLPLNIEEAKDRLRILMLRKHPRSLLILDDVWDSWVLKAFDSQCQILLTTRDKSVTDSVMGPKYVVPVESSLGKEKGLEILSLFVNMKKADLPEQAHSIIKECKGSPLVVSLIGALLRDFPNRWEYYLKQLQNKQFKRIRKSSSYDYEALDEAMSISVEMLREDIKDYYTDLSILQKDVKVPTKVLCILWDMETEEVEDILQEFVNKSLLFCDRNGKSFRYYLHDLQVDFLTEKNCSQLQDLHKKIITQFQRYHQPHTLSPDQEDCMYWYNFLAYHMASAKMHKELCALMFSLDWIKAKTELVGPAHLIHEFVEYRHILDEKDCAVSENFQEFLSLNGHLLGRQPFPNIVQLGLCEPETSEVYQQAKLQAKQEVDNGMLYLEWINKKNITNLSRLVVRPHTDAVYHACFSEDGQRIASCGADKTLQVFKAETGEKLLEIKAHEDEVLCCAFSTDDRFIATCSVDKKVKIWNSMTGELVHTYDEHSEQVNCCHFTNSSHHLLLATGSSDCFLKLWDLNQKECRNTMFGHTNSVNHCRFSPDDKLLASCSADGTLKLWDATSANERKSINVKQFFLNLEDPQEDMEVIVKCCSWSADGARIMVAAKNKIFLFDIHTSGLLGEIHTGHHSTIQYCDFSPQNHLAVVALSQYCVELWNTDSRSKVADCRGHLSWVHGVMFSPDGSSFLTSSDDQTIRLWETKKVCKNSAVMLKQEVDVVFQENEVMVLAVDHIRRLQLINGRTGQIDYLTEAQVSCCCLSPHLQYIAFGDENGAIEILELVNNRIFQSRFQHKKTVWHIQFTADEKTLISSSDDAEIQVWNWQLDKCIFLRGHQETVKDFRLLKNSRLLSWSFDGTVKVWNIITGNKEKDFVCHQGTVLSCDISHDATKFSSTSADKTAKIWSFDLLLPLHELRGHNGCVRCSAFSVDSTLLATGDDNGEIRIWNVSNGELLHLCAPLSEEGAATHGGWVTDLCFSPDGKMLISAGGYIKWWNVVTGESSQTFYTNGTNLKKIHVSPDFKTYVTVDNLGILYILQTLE
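System – cell-free apoptosome with Apaf-1, procaspase-3 and caspase-9 · Buffer or medium – pH 7.5 Hepes buffer with CHAPS, BSA, DTT · Also added – cytochrome c with DEVD-Rh110 · Times – 30 min compound preincubation, 50 min activation, room temperature · Technique – Rh110 fluorescence intensity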
697 NFkB inh = inhibitors of the PMA/ionomycin-induced NF-kB reporter in 697 B cells; inhibition, % at 4 µM; 697 B-cell NF-kB luciferase reporter, 16 h; hit rate 0.33% among 330,000; in the data active = inhibition above about 35%
Gli-Sufu block = blocks Gli-Sufu signaling in a luciferase reporter. hit rate 0.74% among 340,000. AID 588413. Sufu-KO-LIGHT fibroblasts, Gli luciferase reporter luminescence. inhibition, % at 5 µM;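 active = inhibition above about 55%, limit read from the data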;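 note: 0% = DMSO-treated cells and 100% = wells with medium but no cells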
* = called active by the depositor; . = not tested or not shown. Cut-off read from the data, not from the text of the source, unless noted: active = inhibition above about 50%; inactive = the rest.

Structure	Jurkat NFkB inh	SENP8 inh	HKDC1 inhibitor	SENP7 block	UBC13 inh	Apaf1 inhib	697 NFkB inh	Gli-Sufu block
CCN(C[C@H]1N[C@@](CC)(C(=O)OC)[C@H]2C(=O)N(Cc3ccccc3)C(=O)[C@@H]12)C(=O)C1CCCCC1	-2	7	-7	-1	5	-2	3	2
Cc1ccc(S(=O)(=O)NCCC2(C(C)C)CCOC(C)(C)C2)cc1 (stereo not given)	0	-4	-3	-4	13	2	12	-9
CCCCn1c(SCC(=O)Nc2nnc(C)s2)nnc1-c1ccoc1C	-6	-12	7	-8	-2	13	-14	4
CC(C)CC(=O)Nc1cccc(-c2nc3ccccc3o2)c1	-33	-5	-8	0	2	5	1	-17
Cc1cccc(OCC(=O)OCC(=O)Nc2sccc2C(N)=O)c1	-12	1	4	-7	18	-6	7	-21
Cc1sc2ncnc(SC(C)C#N)c2c1C (stereo not given)	-6	-2	-11	-8	0	11	-23	4
Cc1nc2scc(C)n2c(=O)c1S(=O)(=O)N1CCN(c2cccc(C(F)(F)F)c2)CC1	-13	-3	0	-3	0	14	-40	10
COc1ccc(OC)c(S(=O)(=O)NCCc2ccccc2)c1	-7	-6	10	-8	-3	-5	-6	-14
Cc1ccc(CNC(=O)c2cc(-c3ccccc3)nn2CC2CC(c3cccnc3)=NO2)cc1 (stereo not given)	-24	-7	2	-9	1	10	-8	5
Cc1cc(C)c2sc(NC(=O)C3=COCCO3)nc2c1	-170	45	4	62*	-1	22	-163	-106
CCN(Cc1ccccc1)C(=O)COC(=O)c1cc(S(=O)(=O)Nc2ccccc2OC)ccc1O	-6	3	8	7	11	-3	3	58*
COc1ccc(N2C(=O)CCC(C(=O)O)C2c2ccccc2OC)cc1 (stereo not given)	0	2	0	8	3	-172	21	7
COCCNc1nc(CSc2ccccc2)nc2sc(C)c(C)c12	7	-5	-5	-4	16	11	-15	16
Cc1ccc(/C(N)=N/OC(=O)c2ccc(F)cc2)cc1	-95	18	13	61*	13	-16	-100	-68
CCCn1c(C(C)Nc2nc(-c3ccc(OC)cc3)cs2)nc2ccccc21 (stereo not given)	-5	7	-2	1	4	2	9	2
CC(=O)Nc1cccc(Oc2cnc3ccccc3n2)c1	-18	-6	-9	9	4	-9	-20	-24
O=C(COC(=O)CCS(=O)(=O)c1ccccc1)Nc1ccc(N2CCCCC2)cc1	-10	0	0	0	1	8	15	-24
Cc1ccc(NC(=O)CN2C(=O)N/C(=C/c3ccc(C)o3)C2=O)cc1	-9	-2	-6	-1	-9	-1	-24	2
CCCCN(C)CCNC(=O)C(=O)c1c(C)[nH]c2ccccc12	8	-5	-7	-9	24	-16	6	6
CC(=O)c1cccc(S(=O)(=O)NCC(c2ccco2)N2CCCCC2)c1 (stereo not given)	2	1	-2	5	8	11	32	2
O=C(C1CCCCC1)N1CCN(S(=O)(=O)c2ccc(Cl)cc2)CC1	-3	4	-4	-6	-1	-6	27	0
CN1C(=O)CC(N2CCN(CC(=O)N3CCCC3)CC2)C1=O (stereo not given)	6	-6	-9	4	0	-4	14	4
CCOc1ccc(N2C(=O)CN(c3cccc4ccccc34)C2=S)cc1	1	-8	-10	-1	-2	6	-13	-4
CCN1CCc2c(sc(NC(=O)Cc3ccccc3)c2C(N)=O)C1	-11	-18	-5	-5	-7	10	15	3
CC(=O)NS(=O)(=O)c1ccc(NC(=S)NC(=O)COc2ccccc2C)cc1	-3	-10	-6	11	18	5	18	-1
O=C(COC(=O)CNC(=O)c1ccccc1)Nc1nnc(-c2ccccc2)o1	-3	7	3	1	2	1	-4	-12
Nc1ccc(Sc2cc(Cl)nc(N)n2)cc1	-15	6	.	-4	-3	-9	-24	.
O=C(NC1CCN(C(=S)Nc2ccc(F)cc2)CC1)C1CCCCC1	-4	0	-1	6	6	5	11	-7
Cc1ccc(NC(=O)CN(C)C(=O)C(C)OC(=O)c2ccccc2NCCO)cc1 (stereo not given)	-2	-8	-2	-7	16	1	-9	-1
OCC1(Cc2ccc(Cl)cc2)CCN(CC2CC=CCC2)CC1 (stereo not given)	7	4	-1	3	1	-12	-8	-12
CC(C)(C)OC(=O)N1CCN(C(=O)c2[nH]cnc2C(=O)Nc2nccs2)CC1	1	0	-4	-8	-52	-5	5	1
COc1cc2c(cc1OC)C(c1cccc([N+](=O)[O-])c1)N(C(=O)CCC(=O)O)CC2 (stereo not given)	4	4	-7	5	4	-5	16	-8
CCOc1ccc(OCCC(=O)OCC(=O)NC(C)c2ccccc2)cc1 (stereo not given)	11	0	-3	-5	2	0	16	-2
O=[N+]([O-])c1cc(S(=O)(=O)N2CCCCC2)ccc1NCc1cccc(Cl)c1	-3	2	1	3	-9	-1	14	4
CN1C(=O)CC(N2CCN(c3ccc(Cl)cc3)CC2)C1=O (stereo not given)	-3	-7	7	9	-4	6	23	-1
O=C(COC(=O)/C=C/c1ccco1)NCCc1ccccc1	12	0	-3	5	-9	-22	2	6
CCCOc1ccc(C(=O)NCC(c2cccs2)N(C)C)cc1OC (stereo not given)	-8	-1	-6	9	10	-2	1	-3
CC(C)(C)SCCNC(=O)COc1ccc(Cl)cc1	-23	-7	-8	-11	-8	-1	-61	-10
Cc1cccc(C(=O)Nc2cc(S(=O)(=O)N3CCOCC3)ccc2N2CCCC2)c1	-8	12	-3	-6	3	2	14	-1
CC(=O)NC(Cc1ccccc1F)C(=O)NC1CCN(C(=O)Nc2ccc(C)cc2)CC1 (stereo not given)	4	0	-3	1	7	-2	9	-25
CCOC(=O)CSc1nc2ccc(C)cc2[nH]1	4	2	1	2	5	-12	8	23
Cc1nc(-c2ccc(NC(=O)c3ccccc3Br)cc2)cs1	-108	-8	10	15	-8	-4	-138	-80
Cc1cccc(CN2CCN(c3ncccn3)CC2)c1	11	-8	3	0	0	2	6	2
Cc1ccc(C(=O)N/N=C\c2c(C)nn(-c3ccccc3)c2Cl)cn1	-14	-12	-3	-5	-3	4	0	-8
Cc1cc(C)n(-c2ccc(C(=O)Nc3cccc(S(=O)(=O)N4CCCC4)c3)cc2)n1	15	-2	-7	-2	8	6	-46	30
Cc1ccc(SCC(=O)Nc2cc([N+](=O)[O-])ccc2O)cc1	-6	79*	1	4	-22	5	-11	3
COCCNC(=O)C1Cc2cc(S(=O)(=O)N3CCCC3)ccc2N1C(C)=O (stereo not given)	-11	-4	3	7	-4	10	-16	-26
COc1cccc(-n2cc(C(=O)NC(C)C)c3ccccc3c2=O)c1	24	-6	-3	-10	2	9	-12	3
COc1ccccc1OCC(=O)N/N=C1/C=C(C)CC1	16	-8	-13	4	-12	-6	3	-5
CN(C)S(=O)(=O)c1ccc(N2CCCC2)c(C(=O)Nc2nc(-c3cc(F)ccc3F)cs2)c1	-14	6	-6	13	0	10	-2	-13
CC(C)CN1CCC(=O)N(CCOc2ccccc2)CC1	-23	-6	-2	13	-9	1	-4	-25
CC(=O)Nc1cccc(C(=O)OCC(=O)N2CCC(c3ccccc3)=N2)c1	-54	-12	-4	5	2	11	-70	-41
CC(=O)Nc1cc2c3c(c1)CCN3C(=O)CC2	-12	8	4	3	4	-8	7	-4
COCCN1Cc2cccc(C(=O)NCC3CCN(CC(C)C)C3)c2C1=O (stereo not given)	-17	-1	-7	9	2	1	2	22
COc1ccccc1NC(=O)c1csc2c1CCCC2	-21	5	-7	3	-4	17	-26	-8
COCCCn1c(SCc2nnc(-c3ccc(OC)c(OC)c3)o2)nnc1-c1ccncc1	8	4	-4	7	1	-7	13	-45

Three entries from above, arranged by SMILES length, rising.
Structure	Jurkat NFkB inh	SENP8 inh	HKDC1 inhibitor	SENP7 block	UBC13 inh	Apaf1 inhib	697 NFkB inh	Gli-Sufu block
COc1ccccc1NC(=O)c1csc2c1CCCC2	-21	5	-7	3	-4	17	-26	-8
CC(C)CN1CCC(=O)N(CCOc2ccccc2)CC1	-23	-6	-2	13	-9	1	-4	-25
COCCCn1c(SCc2nnc(-c3ccc(OC)c(OC)c3)o2)nnc1-c1ccncc1	8	4	-4	7	1	-7	13	-45

(next part)
Structure	Jurkat NFkB inh	SENP8 inh	HKDC1 inhibitor	SENP7 block	UBC13 inh	Apaf1 inhib	697 NFkB inh	Gli-Sufu block
O=C(N/N=C1\CCS(=O)(=O)c2ccc(F)cc21)c1ccc(O)cc1	-8	4	-6	2	-6	-27	14	-3
Cc1cc(SCC(=O)N2CCC(c3noc4ccc(F)cc34)CC2)nc2ccccc12	12	-3	4	4	34	16	1	27
C/C(=N/OCO/N=C(\C)c1ccccc1F)c1ccccc1F	-1	5	1	-4	1	4	25	4
Cc1cccn2c(=O)c3cc(C(=O)NCC4CCCO4)c(=N)n(CCN4CCOCC4)c3nc12 (stereo not given)	6	10	-4	7	6	0	18	10
O=C(COc1ccc(F)cc1Cl)Nc1ccccc1C(=O)N1CCCCC1	12	-8	-3	-9	-6	11	-9	-5
Cc1cc(C)n2ncc(C(=O)NCc3ccc(Cl)cc3)c2n1	-12	-4	0	-4	15	10	-15	4
C[C@@H](C(=O)Nc1cccnc1)n1c(=O)[nH]c2ccccc2c1=O	9	4	-4	4	-3	-3	0	3
COC(=O)c1cc2c(ccn2-c2ccc(F)cc2)n1Cc1ccc(C#N)cc1	-7	-8	-5	3	-4	14	19	-2
CC1CCCC(C)N1C(=O)/C=C/c1ccc(S(=O)(=O)N2CCOCC2)cc1 (stereo not given)	11	3	4	4	0	7	10	10
COC(=O)c1cc(NC(=O)COC(=O)CN2C(=O)C3CC=CCC3C2=O)cc(C(=O)OC)c1 (stereo not given)	5	-4	-4	-5	-1	9	-27	-16
Cc1cc(C)c(OCC(=O)NCC2COc3ccccc3O2)c(C)c1 (stereo not given)	-1	-7	0	-10	5	26	7	-9
COc1cccc(CNC(=O)c2ccc(CS(=O)Cc3ccc(C)cc3)o2)c1 (stereo not given)	4	4	0	-2	-8	1	-31	-4
Cc1[nH]c(C)c(S(=O)(=O)NCCc2ccc(S(N)(=O)=O)cc2)c1C(=O)N1CCCC1	12	5	-3	-3	-4	-13	3	-8
O=C(c1ccco1)N1CCC(c2nc(-c3ccc(F)cc3)no2)CC1	8	1	-8	0	10	-9	8	-7
O=C(c1ccc(OC2CCN(C/C=C/c3ccccc3)CC2)cc1)N1CCCC1	4	-14	-5	-25	-5	11	6	27
C/C(=N\NS(=O)(=O)c1ccc(Br)cc1)c1ccncc1	-5	3	5	2	-4	6	7	4
COc1cc(N)c(C(=O)c2nccc3cc(OC)c(OC)cc23)cc1OC	-15	-9	-10	13	-5	-8	-6	9
O=C(NCc1ccccc1)N1CCOCC1	-30	-14	-4	-5	-18	2	-54	14
O=C(COC(=O)c1cc(S(=O)(=O)N2CCOCC2)ccc1F)Nc1ccc(Cl)cn1	3	-7	3	5	-11	1	-7	-6
Cc1[nH]n(-c2ccccc2)c(=O)c1C(c1ccc(O)c([N+](=O)[O-])c1)c1c(C)[nH]n(-c2ccccc2)c1=O	-4	15	12	40	-188	87*	6	6
OC(CN1CCN(C(c2ccccc2)c2ccccc2)CC1)c1ccccc1 (stereo not given)	-27	-17	3	-8	3	14	5	-5
Nc1nonc1-c1noc(CCCOc2ccc(Cl)cc2Cl)n1	-13	-5	2	-2	-6	2	-26	8
CC(=O)OC(C(=O)NC1CCCCC1)c1cccc(C)c1 (stereo not given)	13	-1	-1	-1	0	-2	5	-1
COc1ccc(CCNC(=O)CSCc2ccc(C)cc2)cc1OC	7	5	-5	-1	0	-2	-6	-16
